# TR SRC2 fluor cs: alters Texas Red total fluorescence, flagging assay interference; TRb/SRC2 Texas Red total fluorescence interference; Potency, µM (doses to about 106 µM), for the others: at the highest dose fluorescence change, negative = quenching; 0.29% of 280,000 active; AID 1479; active = well fitted curve in either direction with a large enough effect; inconclusive = small, poorly fitted or top-dose-only effect; also: potency is read from the fitted curve at half-maximal effect; % is scaled to controls: 0 for no effect and ±100 for the full control effect
#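 Flags fluorescent or light-absorbing compounds by total fluorescence, S + 2P, at 555 nm excitation and 632 nm emission. Mixture: 20 nM Texas Red SRC2 peptide, 0.6 uM human TRb LBD, 1 uM T3, 5% DMSO; compound exposure 5 h at ambient temperature.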
# Epigenetic derep: epigenetic control regulation, reporter derepression; Potency, µM (series often up to 53.9 µM), for inactives: at the highest dose GFP activation, usual class: activators; murine LDR cells, GFP reporter derepression, 30 h; 0.2% of 280,000 active; AID 1865; also: potency is read from the fitted curve at half-maximal effect; % of control where 0% means no effect; nearly all actives have a fitted effect of over 60% in size
#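 Murine LDR cells carrying a silenced, genomically integrated CMV-driven GFP reporter were exposed to compound for 30 hours at 37 C. After PBS washes, GFP-positive cells (20–120 um objects) were counted by laser-scanning microplate cytometry.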
# TRb-SRC2 inh: TRbeta-SRC2 interaction inhibition. P10828. TRbeta-SRC2 peptide binding, fluorescence polarization; receptor liganded with 1 µM T3. Potency, µM (top dose mostly 106 µM), without a hit: at the highest dose activity change, negative = inhibition, most hits filed as inhibitors. 0.065% of 280,000 active;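 also: potency is read from the fitted curve at half-maximal effect; plate controls were bound peptide for no effect and peptide without receptor for full effect; nearly all actives have a fitted effect of over 50% in size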
# Target sequence (P10828 whole entry, looked up): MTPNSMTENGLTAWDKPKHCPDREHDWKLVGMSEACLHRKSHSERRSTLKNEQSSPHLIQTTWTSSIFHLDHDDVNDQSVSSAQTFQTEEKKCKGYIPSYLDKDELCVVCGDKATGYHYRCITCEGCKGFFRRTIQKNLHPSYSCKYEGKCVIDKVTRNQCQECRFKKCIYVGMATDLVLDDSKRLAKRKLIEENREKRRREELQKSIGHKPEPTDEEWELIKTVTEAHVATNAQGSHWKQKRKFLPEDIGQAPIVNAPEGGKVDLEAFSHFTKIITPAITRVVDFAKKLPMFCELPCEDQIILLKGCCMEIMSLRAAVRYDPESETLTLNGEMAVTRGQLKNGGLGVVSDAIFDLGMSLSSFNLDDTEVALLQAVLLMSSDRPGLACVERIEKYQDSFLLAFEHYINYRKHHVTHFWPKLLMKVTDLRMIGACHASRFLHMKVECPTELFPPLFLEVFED
#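 Human TRb ligand-binding domain (0.6 uM) is mixed with 20 nM Texas Red SRC2 peptide and 1 uM T3; after compound addition and 5 hr at ambient temperature, polarization is measured and normalized to unbound and bound controls.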
# NPSR antag: neuropeptide S receptor (human) antagonism, cAMP; CHO-NPSR cells, cAMP TR-FRET, antagonist mode; Potency, µM (top dose mostly 38.3 µM), for inactives: at the highest dose activity change, negative = inhibition, usual class: inhibitors; 1% of 220,000 active; AID 1461; also: potency is read from the fitted curve at half-maximal effect; % is scaled to controls: 0 for no effect and ±100 for the full control effect; nearly all actives have a fitted effect of over 50% in size; many of its hits are not listed in these tables
# Target sequence (Q6W5P4 whole entry, looked up): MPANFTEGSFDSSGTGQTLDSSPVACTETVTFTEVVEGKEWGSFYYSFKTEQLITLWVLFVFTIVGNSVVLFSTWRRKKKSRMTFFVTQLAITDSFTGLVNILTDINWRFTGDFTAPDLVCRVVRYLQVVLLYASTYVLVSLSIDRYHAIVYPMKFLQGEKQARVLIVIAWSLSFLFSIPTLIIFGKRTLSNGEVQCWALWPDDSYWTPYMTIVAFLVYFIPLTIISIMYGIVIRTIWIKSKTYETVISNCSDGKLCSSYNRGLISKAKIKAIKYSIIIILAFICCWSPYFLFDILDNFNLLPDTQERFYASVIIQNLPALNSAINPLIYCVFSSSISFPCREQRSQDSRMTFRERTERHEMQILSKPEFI
# CBFb-RUNX1 inh: blocks binding between human CBF-beta and RUNX1. Q01196+Q13951. AlphaScreen CBFb-His/RUNX1-biotin binding, biochemical. Potency, µM (series often up to 59.8 µM), for inactives: at the top dose activity, negative = inhibition, most hits filed as inhibitors. 230,000 tested, under 10 active. AID 1477; also: % of control where 0% means no effect
#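 Proteins preincubated together for 20 min at RT before compound addition; 15 min later, nickel and streptavidin beads were added and left 90 min prior to AlphaScreen measurement.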
# GLA spleen mod: alpha-galactosidase A (human) modulation; P06280; human spleen homogenate, 4MU-alpha-Gal fluorescence, 40 min; Potency, µM (titrated, usually from 80 µM), inactives show top-dose activity change, negative = inhibition, hits mostly inhibitors; 0.008% of 240,000 active;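 also: potency is read from the fitted curve at half-maximal effect; 0% = enzyme with vehicle and -100% = no enzyme basal signal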
#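 Inhibition or activation of alpha-galactosidase in human spleen homogenate is scored by 4-MU fluorescence after 40 min at 37C, pH 5.0, with 1 mM substrate. AC50s come from concentration-response fitted to the Hill equation.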
# Tau fibril FP: inhibitors of human tau fibril formation; P10636; K18 P301L tau heparin fibrillization, Alexa594 FP, 6 h; Potency, µM (series often up to 57.7 µM), for inactives: at the top dose activity, negative = inhibition, hits mostly inhibitors; 0.39% of 280,000 active; also: potency is read from the fitted curve at half-maximal effect; % is scaled to controls: 0 for no effect and ±100 for the full control effect; nearly all actives have a fitted effect of over 55% in size
# Target sequence (P10636 561-689 P618L limits assumed): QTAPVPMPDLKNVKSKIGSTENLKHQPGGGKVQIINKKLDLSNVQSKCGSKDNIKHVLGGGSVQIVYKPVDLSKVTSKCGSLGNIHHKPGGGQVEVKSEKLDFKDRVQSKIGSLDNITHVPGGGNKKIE
#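 K18 P301L tau (15 uM unlabeled/0.24 uM Alexa 594-labeled, final) + compound + heparin 20 uM final; 100 mM NaOAc pH 7; 6 hr 37 C; ThT 30 uM final added, 1 hr RT; FP ex 555/em 632 nm.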
# Tau fluor counter: counter-screen for tau fibril formation inhibitors | AID 1463 | 0.93% of 280,000 active | tau K18 P301L (four-repeat tau fragment) Alexa594 fluorescence, heparin fibrillization | Potency, µM (top dose mostly 57.7 µM), inactives show at the top dose activity change, negative = decrease; also: potency is read from the fitted curve at half-maximal effect; % is scaled to controls: 0 for no effect and ±100 for the full control effect; nearly all actives have a fitted effect of over 55% in size
#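 Human K18 P301L tau (15 uM unlabeled plus 0.24 uM Alexa 594-labeled, final) in 100 mM sodium acetate pH 7 was mixed with compound and 20 uM heparin and incubated 6 hr at 37 C.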
# * marks the source's active call; other numbers are inactive results; ? = inconclusive; nt = no result given; [ ] = remark or other dose. Unless noted, calls follow the shape of the dose curve; as a rule, active = well fitted curve in the direction sought with a large enough effect; inconclusive = small, poorly fitted or top-dose-only effect, or another doubt; inactive = no such curve, though single readings can be large; an effect the other way counts as inactive or inconclusive. A portion of the library (hit frequency here may not be typical).
SMILES,TR SRC2 fluor cs,Epigenetic derep,TRb-SRC2 inh,NPSR antag,CBFb-RUNX1 inh,GLA spleen mod,Tau fibril FP,Tau fluor counter
NC(=O)COC(=O)c1oc2ccccc2c1CSc1ccc(Cl)cc1,-0.6%,-3.2%,5.3%,29.3%,9.0%,1.0%,?,-25.4%
COc1ccccc1NC1=C(Cl)C(=O)N(c2ccccc2)C1=O,-1.0%,-3.5%,0.0%,-3.2%,-18.0%,-3.4%,-5.9%,-21.9%
COC(=O)[C@H](Cc1ccccc1)NC(=O)O[C@@H]1Cc2cc(OC)ccc2O[C@H]1c1cccc(OC)c1,-3.8%,4.5%,2.2%,nt,0.9%,15.1%,0.8%,-13.4%
COc1ccc(C(=O)N(Cc2ccco2)Cc2cccs2)c(O)c1,-1.5%,-1.0%,4.6%,?,1.3%,-5.0%,0.3%,6.6%
COC(=O)COc1cc2ccccc2cc1C(=O)Nc1ccccc1,-0.5%,0.0%,13.2%,-34.4%,6.7%,-2.7%,-17.7%,-25.9%
Cc1cccc(/C=N/Nc2cc(N3CCOCC3)nc(N3CCOCC3)n2)c1,-1.6%,-0.9%,0.2%,-19.1%,-8.7%,3.4%,-2.7%,?
COc1ccc(CNC(=O)C(=O)NCc2ccncc2)cc1,-2.2%,-6.0%,2.6%,18.9%,3.3%,0.5%,-3.8%,1.8%
O=C(COC(=O)CCN1C(=O)c2cccc([N+](=O)[O-])c2C1=O)NC1CCS(=O)(=O)C1 (stereo not given),-2.8%,-5.3%,-3.9%,2.7%,14.6%,9.0%,8.8%,4.4%
O=C(Cc1ccccc1)NNc1c2ccccc2nc2ccccc12,-3.5%,-4.6%,-2.2%,-36.9%,-20.7%,?,10.2%,?
CN(C)c1ccc(/C=N/NC(=S)NCc2ccco2)cc1,-4.8%,0.1%,-2.8%,-30.3%,-27.0%,16.4%,10.6%,-29.9%
CCC(C)N(NC(C)=O)c1nc(Cl)nc(NC(C)(C)C)n1 (stereo not given),0.1%,1.4%,-0.6%,-1.7%[46.1 µM],-2.7%,6.1%,3.5%,1.0%
O=C(C[n+]1ccc(/C=N/O)cc1)NCc1ccccc1,0.2%,-0.5%,-12.6%,8.8%,-0.5%,-3.1%,-2.3%,-5.9%
O=C(NCC1CCCO1)C1CCN(C2CCN(C(=O)Cc3ccsc3)CC2)CC1 (stereo not given),-0.6%,9.7%,-2.7%,-17.7%,-2.2%,-0.8%,-0.9%,-1.6%
COC(=O)COc1cccc2c(=O)n(CC(=O)NCCc3ccc(OC)c(OC)c3)ccc12,-3.5%,1.7%,-3.8%,18.7%,-0.6%[2.36 µM],-2.0%,-2.2%,-1.4%
Cc1ccc(SCC(=O)N2CCOCC2)cc1,-0.7%,-1.0%,-16.2%,3.0%,3.6%,11.8%,-2.0%,1.8%
O=C(CCC1CCCN(Cc2ccc3c(c2)CCO3)C1)NCc1ccc(F)c(F)c1 (stereo not given),-0.9%[53 µM],5.4%,0.9%[53 µM],20.1%,7.6%,3.3%,2.6%,-12.2%
CCOC(=O)c1cc(OC(=O)c2ccc(OC)cc2)n(-c2ccccc2)n1,-1.1%,2.8%,4.5%,nt,nt,nt,13.6%,-6.4%
COc1ccc(C(=O)N(CN2CCCC2=O)c2ccccc2OC)cc1OC,-0.5%,-1.0%,-19.2%,23.4%[46.1 µM],-0.8%,16.0%,6.3%,6.1%
CCCN(CCC)CCCNC(=O)CNC(=O)c1nn(-c2ccc(OC)cc2)c(=O)c2ccccc12,-1.4%,9.3%,-1.4%,-7.9%,-12.3%,4.6%,5.5%,3.1%
O=C(NC1(C(F)(F)F)N=C2SCCN2C1=O)c1cccnc1 (stereo not given),-0.1%,-0.8%,-2.9%,14.6%,-1.6%,-4.0%,3.4%,-4.1%
CCOc1ccccc1C(=O)N1CCN(C(c2ccccc2)c2ccccc2)CC1,4.0%,8.4%,-1.0%,?,3.8%,1.1%,-4.6%,-19.5%
COc1ccc2[nH]c(C(=O)Nc3ncc(C)cc3Br)cc2c1,-0.9%,1.4%,-5.7%,11.1%,-2.3%,-7.6%,2.6%,-19.5%
Cc1ccnc(NC(=O)/C=C/c2cccs2)c1,1.4%,1.0%,-10.8%,-8.8%,-8.3%,2.1%,-6.7%,-9.9%
N#Cc1c(/N=C/c2ccc(Br)s2)sc2c1CCC2,-4.1%,0.0%,0.5%,1.7%[46.1 µM],4.4%,-18.4%,-5.9%,-13.7%
O=C(NCc1ccoc1)c1ccc(NC(=O)c2ccccc2Cl)cc1,1.3%,0.0%,-0.6%,-4.0%[46.1 µM],3.3%,-10.5%,-5.0%,-8.4%

# (listing goes on)
SMILES,TR SRC2 fluor cs,Epigenetic derep,TRb-SRC2 inh,NPSR antag,CBFb-RUNX1 inh,GLA spleen mod,Tau fibril FP,Tau fluor counter
CC1CCC2(CC1)NC(=O)N(NC(=O)CCl)C2=O (stereo not given),-1.1%,-3.4%,3.9%,13.6%,-2.2%,-4.0%,2.7%,4.2%
CCC(C)NC(=O)CSc1nc(-c2cccs2)cc(C(F)(F)F)n1 (stereo not given),-5.6%,3.0%,-0.8%,?,1.5%,-24.3%,2.0%,-1.9%
CN(C)CCCNC(=O)/C(=C\C=C\c1ccccc1)NC(=O)c1ccc([N+](=O)[O-])cc1,-1.2%,0.1%,-5.6%,-19.4%,-0.6%,2.9%,1.5%,-13.8%
CN(C)c1ccc(C(=O)OCC(=O)NCCC2=CCCCC2)cc1,2.7%,1.1%,-2.7%,-13.3%,5.4%,4.9%,9.2%,-17.4%
Cc1ccc(/C=N/NC(=O)CSc2nc3ccccc3n2Cc2ccccc2)o1,-7.0%,0.0%,2.7%,-18.0%,-14.0%,0.5%,-2.0%,-23.5%
CCn1c(=N)n(CC(=O)OC)c2ccccc21,-3.1%,-5.8%,5.4%,-5.6%[46.1 µM],2.2%,0.9%,-0.6%,1.8%
COc1ccc2c(c1)CCc1c(C(=O)NCc3ccco3)noc1-2,0.8%,-1.1%,8.5%,-17.0%[46.1 µM],-4.0%,5.6%,2.8%,-2.9%
COc1ccc(Cl)cc1NC(=O)CN(c1cccc(C)c1C)S(=O)(=O)c1ccccc1,-1.8%,-0.9%,6.7%,nt,nt,nt,-11.1%,-29.7%
COc1ccc2nc(C)cc(SCC(=O)OC(C)C)c2c1,-1.8%,-1.4%,-1.3%,4.2%,9.6%,1.0%,1.8%,6.4%
O=C(COc1ccccc1F)Nc1ccccc1C(=O)OCc1cc(=O)n2nc(C3CC3)sc2n1,-0.1%,-1.2%,1.3%,nt,nt,nt,6.1%,4.9%
Cc1cccc(NC(=O)COC(=O)c2ccccc2-c2nc3ccccc3s2)c1C,1.1%,0.0%,-13.2%,-1.9%,12.5%,5.7%,3.3%,7.3%
COc1ccc(Cc2nnc(NC(=O)Cc3cccs3)s2)cc1OC,?,1.8%,18.9%,-11.6%[46.1 µM],?,1.5%,-8.4%,-20.3%
COc1ccc(N2CCN(S(=O)(=O)c3cc(C)ccc3OC)CC2)cc1,-0.3%,1.1%,3.6%,-5.2%,2.4%,5.7%,2.7%,-19.1%
N/C(=N\S(=O)(=O)c1ccccc1)c1ccc([N+](=O)[O-])cc1,-4.2%,1.1%,-6.4%,10.4%,-0.2%,7.0%,5.6%,-1.2%
CCC(C)n1c(SCC(=O)Nc2ccccc2C(=O)OC)nc2ccsc2c1=O (stereo not given),-17.5%,-1.3%,5.7%,nt,nt,nt,-6.6%,-15.5%
COc1ccc(OC)c(NC(=O)c2ccc(CN3CCOCC3)cc2)c1,-2.9%,-0.7%,-2.3%,-5.9%[46.1 µM],-7.9%,-18.8%,4.4%,-3.5%
Cc1ccccc1Oc1ccc(-c2nc(N)nc(N)n2)cc1,-0.3%,1.5%,7.0%,-4.0%[46.1 µM],1.8%,-7.2%,-9.5%,-20.4%
N#Cc1nc(/C=C/c2ccc(F)cc2)oc1N1CCCCCC1,-2.0%,-1.4%,-7.0%,nt,nt,nt,0.2%,?
CC(=O)CSc1ccc(-c2nc3cc(C)c(C)cc3[nH]2)cn1,-2.4%,-1.1%,-1.5%,-10.6%,-0.3%,-5.9%,-2.2%,-2.9%
CC(/C=N\Nc1nnc2c(n1)[nH]c1c(C)cccc12)=C\c1ccco1,0.9%,-0.9%,5.4%,-0.6%[46.1 µM],nt,9.5%,12.4%,?

# Molecules above that have an aryl thioether with sulfur outside any ring:
SMILES,TR SRC2 fluor cs,Epigenetic derep,TRb-SRC2 inh,NPSR antag,CBFb-RUNX1 inh,GLA spleen mod,Tau fibril FP,Tau fluor counter
NC(=O)COC(=O)c1oc2ccccc2c1CSc1ccc(Cl)cc1,-0.6%,-3.2%,5.3%,29.3%,9.0%,1.0%,?,-25.4%
Cc1ccc(SCC(=O)N2CCOCC2)cc1,-0.7%,-1.0%,-16.2%,3.0%,3.6%,11.8%,-2.0%,1.8%
CCC(C)NC(=O)CSc1nc(-c2cccs2)cc(C(F)(F)F)n1 (stereo not given),-5.6%,3.0%,-0.8%,?,1.5%,-24.3%,2.0%,-1.9%
Cc1ccc(/C=N/NC(=O)CSc2nc3ccccc3n2Cc2ccccc2)o1,-7.0%,0.0%,2.7%,-18.0%,-14.0%,0.5%,-2.0%,-23.5%
COc1ccc2nc(C)cc(SCC(=O)OC(C)C)c2c1,-1.8%,-1.4%,-1.3%,4.2%,9.6%,1.0%,1.8%,6.4%
CCC(C)n1c(SCC(=O)Nc2ccccc2C(=O)OC)nc2ccsc2c1=O (stereo not given),-17.5%,-1.3%,5.7%,nt,nt,nt,-6.6%,-15.5%
CC(=O)CSc1ccc(-c2nc3cc(C)c(C)cc3[nH]2)cn1,-2.4%,-1.1%,-1.5%,-10.6%,-0.3%,-5.9%,-2.2%,-2.9%

# Screens deposited in PubChem by National Center for Advancing Translational Sciences (NCATS).
